Lmaj promast: reduces viability of Leishmania major promastigotes; resazurin fluorescence viability; inhibition, % at 10 µM; 9% of 200,000 active;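 note: promastigotes grown with compound for 44 hours at 28 °C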
RAM network inh: blocks the yeast RAM network; inhibition, % at 50 µM; 1.8% of 190,000 active; S. cerevisiae dse1pr::URA3 reporter, 5-FOA growth OD615, 2 d; analog-sensitive cbk1-as2 kinase mutant strain;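 active = inhibition above a set limit, 3 SD over mean compound inhibition, cut at about 8.4% in these data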;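 note: 0% = DMSO-only wells with no growth and 100% = 10 µM 1-NA-PP1 full growth; inhibition rescues growth on 5-FOA so higher OD means more RAM inhibition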
PMI act: activators of human phosphomannose isomerase | activation factor at 20 µM | 0.005% of 190,000 active | purified human PMI, coupled resazurin fluorescence, 20 min; active compounds read high; 1 = vehicle control, 0 substrate-free wells;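 active = activation factor of 2 or more at 20 µM, relative to plate controls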
Target sequence (P34949 whole entry, looked up): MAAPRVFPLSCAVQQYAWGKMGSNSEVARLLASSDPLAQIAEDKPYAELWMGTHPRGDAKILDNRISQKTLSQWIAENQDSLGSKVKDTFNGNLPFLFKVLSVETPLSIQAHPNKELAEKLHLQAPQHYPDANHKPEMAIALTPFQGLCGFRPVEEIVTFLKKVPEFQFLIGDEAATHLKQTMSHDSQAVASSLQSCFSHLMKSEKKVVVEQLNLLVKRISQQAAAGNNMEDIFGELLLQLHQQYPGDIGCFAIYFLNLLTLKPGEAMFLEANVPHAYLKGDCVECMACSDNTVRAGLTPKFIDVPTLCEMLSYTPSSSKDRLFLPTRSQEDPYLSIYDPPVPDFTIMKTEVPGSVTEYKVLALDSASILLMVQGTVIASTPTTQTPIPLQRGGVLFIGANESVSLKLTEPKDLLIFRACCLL
DTT redox prof: compounds producing H2O2 with reducing agent – biochemical, NIH compound library profiling, artefact control for MLSCN library redox annotation, primary screen; 0.03% of 200,000 active; AID 878; DTT-dependent redox cycling H2O2, phenol red/HRP absorbance; 100% = 100 µM peroxide control, 0% = buffer; activation, % at 10 µM;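 active = activation of at least 50% relative to the plate's high and low controls in the primary single-dose screen; inactive = activation below 50%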;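 note: compound incubated with DTT at 0.8 mM final as the reducing agent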
PMI act satM6P: PMI (human) activation, high substrate; AID 1216; 0.34% of 190,000 active; coupled PMI enzyme assay, resazurin fluorescence, 20 min; active compounds read high; 1 = untreated enzyme, 0 = substrate-free blank; activation factor at 20 µM; P34949;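 active = activation factor of 2 or more at 20 µM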
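Technique: Diaphorase-driven resazurin-to-resorufin fluorescence, excitation 544, emission 590 nm | Assay system: Human PMI in coupled enzyme assay | Times: Enzyme reaction with compound 20 min at room temperature | Medium: HEPES-buffered pH 7.4 with magnesium and detergent | Reagent: Mannose-6-phosphate 1.0 mM (near-saturating) plus 0.22 mM NADP+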
Hsp70 activator: transcriptional activators of Hsp70; activation, % at 10 µM; HeLa Hsp70 promoter luciferase reporter, luminescence; scaled: vehicle 0, proteasome-inhibitor control 100%; AID 1203; 0.04% of 200,000 active;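 active = activation above the mean across all tested compounds plus 3 SD, cutoff set per campaign, cut at about 5.5% in these data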;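 note: 100% = MG132 at 30 µM as the positive control and 0% = DMSO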
G6PDH counter: inhibits Leuconostoc G6PDH, flagging false hits in G6PDH-based assays | Purified L. mesenteroides G6PDH, diaphorase/resazurin coupled fluorescence, 45 min | inhibition, % at 5 µM | 0.12% of 200,000 active
TLR4-MyD88 BLA: TLR4-MyD88 interaction inhibition in cells. inhibition, % at 8.4 µM. 0.18% of 200,000 active. AID 861. HeLa CL3-4 TLR4/MyD88 BLA complementation, FRET ratio. O00206+Q99836; in the data active = inhibition above about 25%;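 note: 0% = vehicle and 100% = reference inhibitor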
S1P3 antagonist: blocks the human S1P3 receptor | CHO S1P3 NFAT-BLA reporter, FRET fluorescence, antagonist mode | inhibition, % at 4.98 µM | 0.27% of 170,000 active | AID 485;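 active = inhibition above the plate cutoff, the mean inhibition of test wells on that plate plus 3 SD, cut at about 28% in these data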;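 note: cells challenged with S1P at its EC80 of 0.8 µM; blue over green emission ratio from cleaved BLA substrate after 4 h stimulation; 0% = S1P-stimulated wells and 100% = unstimulated DMSO-only wells; some compounds past the cut are filed as inactive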
Target sequence (Q99500 whole entry, looked up): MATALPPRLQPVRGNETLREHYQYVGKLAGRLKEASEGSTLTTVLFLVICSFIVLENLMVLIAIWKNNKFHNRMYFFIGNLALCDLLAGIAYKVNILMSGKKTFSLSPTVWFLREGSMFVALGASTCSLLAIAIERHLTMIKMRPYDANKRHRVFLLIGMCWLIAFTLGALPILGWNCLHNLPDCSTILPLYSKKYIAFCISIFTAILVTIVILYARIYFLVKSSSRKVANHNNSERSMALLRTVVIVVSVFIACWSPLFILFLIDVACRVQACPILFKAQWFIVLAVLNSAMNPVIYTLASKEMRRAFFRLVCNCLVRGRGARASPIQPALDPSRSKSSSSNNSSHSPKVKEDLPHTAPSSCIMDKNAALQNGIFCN
Diaph act CS: activates diaphorase or chemically reduces, flagging diaphorase assay artifacts; 0.005% of 190,000 active; activation factor at 20 µM; Diaphorase/resazurin coupled assay, resorufin fluorescence, 16 min; active compounds read high; 1 = vehicle wells, 0 = NADH-free wells;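 active = diaphorase activity raised at least twofold by the compound at 20 µM; inactive = activation factor below 2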
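Material: purified diaphorase enzyme from Clostridium kluyveri / Medium: HEPES pH 7.4 buffer with MgCl2 and Tween 20 / Schedule: enzyme reaction of 16 min at room temperature / Measured by: resorufin fluorescence, excitation 544 nm, emission 590 nm / Evaluation: rise in resorufin formation, marking diaphorase activation or chemical reduction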
Diaphorase inh: inhibits diaphorase or chemically oxidizes, flagging diaphorase assay artifacts. diaphorase resazurin-to-resorufin fluorescence, NADH, 16 min; bacterial (C. kluyveri) enzyme, not human. inhibition, % at 20 µM. 0.69% of 190,000 active. AID 1217;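 active = primary screen inhibition at 20 µM above a set limit, cut at about 50% in these data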;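 note: plate controls were DMSO with full reaction for no effect and wells lacking NADH for full effect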
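System: Diaphorase enzyme from Clostridium kluyveri | Amount: Enzyme working solution with 0.14 U/mL diaphorase | Benchmarks: No-NADH positive control and DMSO neutral control | Signal: Fluorescence of resorufin formed from resazurin, Ex 544/Em 590 nm | Schedule: 16-min room-temperature incubation before reading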
* hit, by the source's call. Cut-off read from the data, not from the text of the source, unless noted: active = inhibition above about 50%; inactive = the rest.

CCOc1ccccc1NC(=O)CNS(=O)(=O)c1ccc2nc(C)sc2c1 was read as Lmaj promast 4, RAM network inh 3.5, PMI act 1, DTT redox prof -0.5, PMI act satM6P 1.1, Hsp70 activator 0.0, G6PDH counter -1, TLR4-MyD88 BLA -2, S1P3 antagonist -37, Diaph act CS 1 and Diaphorase inh 3.
`O=C(CN1CCN(c2ccc(O)cc2)CC1)Nc1cc(S(=O)(=O)N2CCCCC2)ccc1Cl` gave Lmaj promast 99*, RAM network inh 1.3, PMI act 0.9, DTT redox prof 0.0, PMI act satM6P 0.8, Hsp70 activator 0.4, G6PDH counter -2, TLR4-MyD88 BLA -3, S1P3 antagonist 1, Diaph act CS 0.8 and Diaphorase inh 25.
CCOC(=O)c1[nH]c2c(c1C)C(=O)CC(c1ccco1)C2 (stereo unspecified) was read as Lmaj promast 6, RAM network inh 1.3, PMI act 0.9, DTT redox prof -1.1, PMI act satM6P 0.9, Hsp70 activator 0.7, G6PDH counter -21, TLR4-MyD88 BLA 5, S1P3 antagonist 28, Diaph act CS 0.8 and Diaphorase inh 17.
For CCOc1ccc(C(=O)Nc2cccc(NC(=O)c3cccs3)c2)cc1[N+](=O)[O-] the results were Lmaj promast 34, RAM network inh 4.0, PMI act 0.8, DTT redox prof -0.1, PMI act satM6P 0.9, Hsp70 activator -0.3, G6PDH counter -18, TLR4-MyD88 BLA 0, S1P3 antagonist 18, Diaph act CS 0.7 and Diaphorase inh 26.
CCN1CCN(C(=O)c2ccc3c(=O)n(Cc4ccccc4OC)c(=S)[nH]c3c2)CC1 was read as Lmaj promast 2, RAM network inh -0.5, PMI act 1, DTT redox prof 2.5, PMI act satM6P 1, Hsp70 activator 0.0, G6PDH counter 3, TLR4-MyD88 BLA 0, Diaph act CS 0.8 and Diaphorase inh 20.
For Cc1ccccc1Nc1c(-c2cccnc2)nc2ccc(Br)cn12 the results were Lmaj promast 29, RAM network inh 0.5, PMI act 0.9, DTT redox prof -0.4, PMI act satM6P 0.9, Hsp70 activator -0.2, G6PDH counter 2, TLR4-MyD88 BLA 9, S1P3 antagonist 3, Diaph act CS 0.8 and Diaphorase inh 23.
`CCC(CC)c1nnc(NC(=O)c2ccc(N3CCCC3=O)cc2)s1` gave Lmaj promast -2, RAM network inh 2.7, PMI act 1.2, DTT redox prof 2.9, PMI act satM6P 1.1, Hsp70 activator -0.4, G6PDH counter 0, TLR4-MyD88 BLA -3, Diaph act CS 1 and Diaphorase inh -1.
`NS(=O)(=O)c1ccc(NC(=O)COc2ncnc3c2cnn3-c2ccccc2)cc1` gave Lmaj promast -2, RAM network inh 2.3, PMI act 0.9, DTT redox prof -0.3, PMI act satM6P 1, Hsp70 activator -0.1, G6PDH counter 13, TLR4-MyD88 BLA -7, S1P3 antagonist -2, Diaph act CS 0.8 and Diaphorase inh 24.
c1ccc(CCc2nn3c(-c4ccncc4)nnc3s2)cc1 was read as Lmaj promast 4, RAM network inh -0.3, PMI act 0.9, DTT redox prof 0.3, PMI act satM6P 1, Hsp70 activator -0.1, G6PDH counter 20, TLR4-MyD88 BLA 8, S1P3 antagonist 23, Diaph act CS 1 and Diaphorase inh -4.
Screening CCOC(=O)c1oc2ccccc2c1NC(=O)c1cccc(OC)c1 returned Lmaj promast 3, RAM network inh 3.7, PMI act 0.8, DTT redox prof 0.1, PMI act satM6P 0.9, Hsp70 activator 0.1, G6PDH counter -2, TLR4-MyD88 BLA -10, S1P3 antagonist 21, Diaph act CS 0.8 and Diaphorase inh 17.
`COc1cccc(C2CC(c3cccs3)=NN2C(=O)CSc2nc3ccccc3s2)c1OC` (stereo unspecified) gave Lmaj promast 9, RAM network inh 7.9, PMI act 0.9, DTT redox prof 1.0, PMI act satM6P 0.9, Hsp70 activator -0.2, G6PDH counter -9, TLR4-MyD88 BLA 0, S1P3 antagonist 19, Diaph act CS 0.9 and Diaphorase inh 15.
For CCCCNC(=S)N/N=C/c1ccccc1F the results were Lmaj promast -9, RAM network inh 0.0, PMI act 1, DTT redox prof -0.1, PMI act satM6P 1.1, Hsp70 activator -0.1, G6PDH counter 2, TLR4-MyD88 BLA -12, S1P3 antagonist -12, Diaph act CS 0.9 and Diaphorase inh 10.
Screening O=C1CC(c2ccccc2)n2ncnc2N1 (stereo unspecified) returned Lmaj promast -5, RAM network inh 2.0, PMI act 1, DTT redox prof 0.8, PMI act satM6P 1.1, Hsp70 activator -0.3, G6PDH counter 12, TLR4-MyD88 BLA -12, S1P3 antagonist 10, Diaph act CS 1.1 and Diaphorase inh -12.
COC(C)(C)[C@]12CC(O)(C(C)C)ON1[C@H]1CCCCC1N2O (stereo partly specified) was read as Lmaj promast -4, RAM network inh 2.4, PMI act 1, DTT redox prof 0.8, PMI act satM6P 1.1, Hsp70 activator 0.6, G6PDH counter 5, TLR4-MyD88 BLA 14, S1P3 antagonist -7, Diaph act CS 1.1 and Diaphorase inh -11.
Cc1ccc(CN2C(=O)c3ccccc3C2C(=O)NCC2CCCO2)cc1 (stereo unspecified) was read as Lmaj promast -4, RAM network inh -0.8, PMI act 1, DTT redox prof 0.1, PMI act satM6P 1, Hsp70 activator -0.1, G6PDH counter 13, TLR4-MyD88 BLA 6, Diaph act CS 1 and Diaphorase inh 5.

The closing two entries of the part before lead into the next:
COC(C)(C)[C@]12CC(O)(C(C)C)ON1[C@H]1CCCCC1N2O (stereo partly specified) was read as Lmaj promast -4, RAM network inh 2.4, PMI act 1, DTT redox prof 0.8, PMI act satM6P 1.1, Hsp70 activator 0.6, G6PDH counter 5, TLR4-MyD88 BLA 14, S1P3 antagonist -7, Diaph act CS 1.1 and Diaphorase inh -11.
Cc1ccc(CN2C(=O)c3ccccc3C2C(=O)NCC2CCCO2)cc1 (stereo unspecified) was read as Lmaj promast -4, RAM network inh -0.8, PMI act 1, DTT redox prof 0.1, PMI act satM6P 1, Hsp70 activator -0.1, G6PDH counter 13, TLR4-MyD88 BLA 6, Diaph act CS 1 and Diaphorase inh 5.
O=C(CSc1nnc(-c2ccc(OC(F)F)cc2)o1)NC(=O)NCc1ccco1 was read as Lmaj promast -9, RAM network inh 3.3, PMI act 1, DTT redox prof 0.2, PMI act satM6P 1, Hsp70 activator -0.3, G6PDH counter 3, TLR4-MyD88 BLA 6, S1P3 antagonist -20, Diaph act CS 0.9 and Diaphorase inh 12.
Screening O=C(Nc1cccc([N+](=O)[O-])c1)Nc1ccc2c(c1)OCCO2 returned Lmaj promast -2, RAM network inh 1.2, PMI act 0.8, DTT redox prof -1.2, PMI act satM6P 0.8, Hsp70 activator 0.2, G6PDH counter 7, TLR4-MyD88 BLA -2, S1P3 antagonist -5, Diaph act CS 0.8 and Diaphorase inh 23.
`CCCCC(=O)Oc1cc(C)[nH]c(=O)c1[N+](=O)[O-]` gave Lmaj promast 4, RAM network inh -0.6, PMI act 1.3, DTT redox prof -0.8, PMI act satM6P 1.3, Hsp70 activator -0.3, G6PDH counter 12, TLR4-MyD88 BLA 4, S1P3 antagonist 10, Diaph act CS 0.8 and Diaphorase inh 21.
Screening Cc1c(NC2=C(Cl)C(=O)N(c3ccccc3)C2=O)c(=O)n(-c2ccccc2)n1C returned Lmaj promast -5, RAM network inh -0.1, PMI act 1.4, DTT redox prof 1.4, PMI act satM6P 1.7, Hsp70 activator 0.0, G6PDH counter 11, TLR4-MyD88 BLA -5, S1P3 antagonist -25, Diaph act CS 0.9 and Diaphorase inh 8.
`O=C(CN(C1CCCCC1)S(=O)(=O)c1ccc(Cl)cc1)NCCCO` gave Lmaj promast -6, RAM network inh 4.8, PMI act 1.1, DTT redox prof -2.8, PMI act satM6P 1, Hsp70 activator -0.3, G6PDH counter 5, TLR4-MyD88 BLA -16, S1P3 antagonist -3, Diaph act CS 0.9 and Diaphorase inh 12.
Cc1cc(NS(=O)(=O)c2ccc(NC(=O)COc3ccc(Cl)cc3)cc2)no1 was read as Lmaj promast -5, RAM network inh 3.6, PMI act 0.9, DTT redox prof 0.2, PMI act satM6P 1, Hsp70 activator 0.8, G6PDH counter -10, TLR4-MyD88 BLA 1, S1P3 antagonist -7, Diaph act CS 0.9 and Diaphorase inh 13.
`O=C(NC(=S)NCc1ccccc1)c1ccc2c(c1)OCO2` gave Lmaj promast 4, RAM network inh -1.0, PMI act 0.8, DTT redox prof 0.3, PMI act satM6P 1, Hsp70 activator -0.4, G6PDH counter -16, TLR4-MyD88 BLA -2, S1P3 antagonist -6, Diaph act CS 0.9 and Diaphorase inh 14.
Screening CCn1cc(S(=O)(=O)CC(=O)Nc2ccc3c(c2)OCCO3)c2ccccc21 returned Lmaj promast 20, RAM network inh 0.7, PMI act 0.9, DTT redox prof -0.7, PMI act satM6P 0.5, Hsp70 activator -0.1, G6PDH counter 9, TLR4-MyD88 BLA 6, Diaph act CS 0.7 and Diaphorase inh 29.
`CC(=O)OCC1(C)CN(c2ccccc2)NC1=O` (stereo unspecified) gave Lmaj promast 6, RAM network inh 1.2, PMI act 1.1, DTT redox prof -1.6, PMI act satM6P 1.1, Hsp70 activator 0.0, G6PDH counter 19, TLR4-MyD88 BLA -15, S1P3 antagonist -13, Diaph act CS 0.7 and Diaphorase inh 30.
`COc1ccccc1CNC(=O)CSc1nc2ccccc2c(=O)n1CCCN1CCOCC1` gave Lmaj promast 1, RAM network inh 0.2, PMI act 1, DTT redox prof -0.1, PMI act satM6P 1, Hsp70 activator -0.1, G6PDH counter -1, TLR4-MyD88 BLA 18, S1P3 antagonist -11, Diaph act CS 1 and Diaphorase inh 4.
For O=C(Nc1ccc(F)cc1)c1cccc(N2C(=O)C3C4CCC(C4)C3C2=O)c1 (stereo unspecified) the results were Lmaj promast -5, RAM network inh 3.4, PMI act 1.1, DTT redox prof -0.3, PMI act satM6P 0.9, Hsp70 activator -0.3, G6PDH counter -8, TLR4-MyD88 BLA -8, S1P3 antagonist -4, Diaph act CS 0.9 and Diaphorase inh 7.
Screening CCc1ccccc1OCCOc1ccc(C)cc1OC returned Lmaj promast 0, RAM network inh 2.8, PMI act 1, DTT redox prof 1.2, PMI act satM6P 1, Hsp70 activator 0.1, G6PDH counter 12, TLR4-MyD88 BLA 8, Diaph act CS 0.9 and Diaphorase inh 11.
`CCC(C)N1CC23C=CC(O2)C(C(=O)OC)C3C1=O` (stereo unspecified) gave Lmaj promast -8, RAM network inh -0.3, PMI act 0.9, DTT redox prof 0.2, PMI act satM6P 0.9, Hsp70 activator -0.2, G6PDH counter 5, TLR4-MyD88 BLA -10, S1P3 antagonist -11, Diaph act CS 1 and Diaphorase inh -2.

Compound activity (PubChem BioAssay)
